SENP8 block-1 – blocks human SENP8 cleavage of Nedd8 substrate. recombinant SENP8, Nedd8 substrate fluorescence. inhibition, % at 20 µM. 360,000 tested, 0.64% active. AID 602440; in the data active = inhibition mostly above about 40%, no sharp cut-off; inactive = mostly below about 27%
Target sequence (Q96LD8 whole entry, looked up): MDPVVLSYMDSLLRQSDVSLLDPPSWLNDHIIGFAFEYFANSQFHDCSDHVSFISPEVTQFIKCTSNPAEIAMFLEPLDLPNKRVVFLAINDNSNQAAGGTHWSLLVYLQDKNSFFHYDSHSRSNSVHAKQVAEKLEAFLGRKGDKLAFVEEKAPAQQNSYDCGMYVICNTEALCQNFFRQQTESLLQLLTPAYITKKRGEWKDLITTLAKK
SENP7 inh – SENP7 protease inhibition; recombinant SENP7, Z-RLRGG-aminoluciferin luminescence, 40 min; inhibition, % at 5 µM; 330,000 tested, 1.5% active; AID 434973;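 active = inhibition above about 50% at the single test dose, limit read from the data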;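 note: plate controls were DMSO with enzyme for no effect and no enzyme buffer wells for full effect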
Target sequence (Q9BQF6 706-1050 limits assumed): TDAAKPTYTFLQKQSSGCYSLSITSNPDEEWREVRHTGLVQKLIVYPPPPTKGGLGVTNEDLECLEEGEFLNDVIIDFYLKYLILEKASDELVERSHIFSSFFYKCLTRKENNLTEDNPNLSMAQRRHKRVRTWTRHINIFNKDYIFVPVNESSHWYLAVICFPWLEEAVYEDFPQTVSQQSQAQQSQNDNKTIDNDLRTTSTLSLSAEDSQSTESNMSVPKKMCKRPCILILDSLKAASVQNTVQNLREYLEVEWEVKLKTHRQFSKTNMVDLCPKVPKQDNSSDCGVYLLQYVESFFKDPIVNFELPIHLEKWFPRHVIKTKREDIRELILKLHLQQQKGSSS
SENP6 block – SENP6 protease inhibition. inhibition, % at 10 µM. 330,000 tested, 1.8% active. Q9GZR1. AID 2599. Recombinant SENP6 catalytic domain, aminoluciferin luminescence;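 active = inhibition above about 50% at the single tested dose, limit read from the data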;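 note: plate controls were DMSO wells with enzyme for no effect and DMSO wells lacking enzyme for full effect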
Apaf-1 inh – blocks human Apaf-1 apoptosome activity; 330,000 tested, 0.71% active; AID 489030; O14727; inhibition, % at 20 µM; reconstituted apoptosome caspase-3 activity, DEVD-Rh110 fluorescence; active = inhibition of at least 40% at 20 µM;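 note: plate controls were DMSO wells for no effect and DEVD-CHO caspase inhibitor wells for full effect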
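detection = Rh110 fluorescence intensity | test system = biochemical Apaf-1 apoptosome reconstitution | also added = cytochrome c and DEVD-Rh110 substrate | schedule = 30 min plus 50 min, RT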
NALP3 yeast inh – inhibitors of NALP3 inflammasome in yeast | 330,000 tested, 0.39% active | inhibition, % at 10 µM | Yeast reconstituted NLRP3/ASC/caspase-1, beta-gal luminescence, 24 h;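 active = inhibition of 50% or more; inactive = inhibition below 50%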;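 note: plate controls were induced DMSO wells for no effect and uninduced yeast grown without galactose for full effect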
PfG6PD inh – PfG6PD (Plasmodium falciparum) enzyme inhibition. PfGluPho enzyme, NADPH resazurin-diaphorase fluorescence. inhibition, % at 20 µM. 350,000 tested, 0.78% active;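 active = inhibition reaching at least a set limit at 20 µM in the primary screen, cut at about 59% in these data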;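 note: 0% = DMSO wells with substrate and 100% = DMSO wells lacking glucose-6-phosphate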
SENP1 inh – inhibitors of human SENP1 SUMO protease catalytic domain; recombinant SENP1 catalytic domain, CyPet-SUMO1-YPet FRET cleavage; inhibition, % at 10 µM; 360,000 tested, 0.21% active; AID 624204;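 active = inhibition at least 30% at 10 µM, raw YFP signal under a set limit, fluorescence ratio 0.5 to 1.5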;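 note: 0% = enzyme with DMSO and 100% = no enzyme wells; some results filed as inactive read as strong as hits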
Target sequence (Q9P0U3 419-644 limits assumed): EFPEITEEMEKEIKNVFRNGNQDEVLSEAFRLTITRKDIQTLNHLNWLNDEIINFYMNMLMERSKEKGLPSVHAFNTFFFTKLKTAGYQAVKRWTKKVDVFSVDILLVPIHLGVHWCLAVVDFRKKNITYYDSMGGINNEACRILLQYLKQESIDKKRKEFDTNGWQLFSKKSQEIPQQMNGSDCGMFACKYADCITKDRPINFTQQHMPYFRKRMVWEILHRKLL
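Test system: hSENP1 catalytic domain, recombinant; Amount: 20 pM final SENP1 enzyme; Medium: Tris pH 8 buffer plus EDTA, NaCl, BME, BSA, NP40, catalase; Schedule: 50 min enzyme reaction, room temperature, light-protected; Technique: FRET fluorescence in CFP and YFP emission channels; Controls: no-enzyme wells low, DMSO-plus-enzyme wells high control.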
SENP8 block-2 – blocks the human protease SENP8; AID 2540; 330,000 tested, 1.2% active; Q96LD8; purified SENP8, Z-RLRGG-aminoluciferin cleavage, luminescence; inhibition, % at 10 µM; in the data active = inhibition above about 50%
HKDC1 inh – HKDC1 (human) hexokinase inhibition; 340,000 tested, 0.16% active; recombinant HKDC1, G6PDH/diaphorase resazurin coupled fluorescence; Q2TB90; inhibition, % at 20 µM; AID 493160;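 active = inhibition above about 35% when tested at 20 µM, limit read from the data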;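 note: plate controls were DMSO wells with enzyme for no effect and DMSO wells lacking enzyme for full effect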
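Assay system: recombinant HKDC1 hexokinase; detection: coupled resazurin fluorescence, excitation 525 nm, emission 613 nm; benchmarks: DMSO-plus-enzyme-mix negative control, buffer-substituted positive control; compound dosing: single 20 µM dose; schedule: 90 min at room temperature in dark; also added: glucose plus 1 mM ATP as hexokinase substrates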
* hit, by the source's call; i = inactive; nt = no result given; & = joins results of further samples.

item	SMILES	SENP8 block-1	SENP7 inh	SENP6 block	Apaf-1 inh	NALP3 yeast inh	PfG6PD inh	SENP1 inh	SENP8 block-2	HKDC1 inh
1	CCc1cc(=O)oc2c(C)c(OCC(=O)NCCN3CCOCC3)ccc12	-94	5	-11	-8	17	6	0	-4	7
2	CCCCOCCOCCOCCCC	1	-9	-21	3	2	-3	0	-8	-1
3	CCOc1ccc(S(=O)(=O)NC2CCCCCC2)cc1	-3	-14	-12	12	26	0	1	-11	-1
4	CC(=O)c1cccc(NC(=S)Nc2ccc(F)cc2)c1	15	-1	-9	-3	14	28	2	1	-3
5	CCCCCOCC1CC(C/C(C)=N/NC(N)=O)(C(=O)OCC)C(=O)O1 (stereo not drawn)	2	5	-36	5	-1	-4	1	1	-10
6	Cc1ccc(CNC(=O)CSc2nc(=O)n3cccc(C)c3n2)cc1	-88	-1	1	5	12	-24	0	-5	-4
7	COc1ccc(N2CCN(Cc3nc4ccccc4c(=O)[nH]3)CC2)cc1	2	5	-3	-17	20	20	-6	9	-3
8	CCc1ccc(NC(=S)NC(=O)CC(C)C)cc1	18	-3	-14	0	25	19	0	-5	-3

Down the list, from the results shown.
Entries 1–8 in SENP1 inh read 0, 0, 1, 2, 1, 0, -6, 0
Entries 1–8 in Apaf-1 inh read -8, 3, 12, -3, 5, 5, -17, 0

(continued)
item	SMILES	SENP8 block-1	SENP7 inh	SENP6 block	Apaf-1 inh	NALP3 yeast inh	PfG6PD inh	SENP1 inh	SENP8 block-2	HKDC1 inh
9	CC(=O)Nc1nc(C)cs1	21	3	11	-7	-17	14	4	0	-7
10	Cc1ccccc1-n1nc(C)c2cc(C(=O)N3CCOCC3)sc21	14	-2	-4	-1	-4	-2	0	4	-10
11	O=C(N/N=C/c1ccc(Br)cc1)c1cc[n+]([O-])cc1	10	-3	-6	-7	6	-6	2	1	-3
12	COc1ccc(OC2CCN(C(=O)Nc3ccc(C)cc3)CC2)cc1	23	-2	-23	5	10	-6	0	-3	-6
13	O=C(CSc1ncc(S(=O)(=O)c2ccccc2)c(=O)[nH]1)Nc1ccccc1Cl	19	-9	-18	7	8	-58	1	-5	13
14	Cc1ccccc1CN1CCN(C(=O)c2cccc3ccccc23)CC1	8	-1	4	1	4	4	0	-2	1
15	CCOC(=O)[C@H]1[C@H]2COc3cc(OC)ccc3[C@@H]2N2C(=O)CN(Cc3ccc(C)cc3)C(=O)[C@@]12C	-7	-1	2	10	1	10	-15	7	0
16	Cc1c(Cl)cccc1N1C(=O)CC(N(O)c2ccccc2)C1=O (stereo not drawn)	11	-18	-10	23	12	8	-2	1	3

(further entries)
item	SMILES	SENP8 block-1	SENP7 inh	SENP6 block	Apaf-1 inh	NALP3 yeast inh	PfG6PD inh	SENP1 inh	SENP8 block-2	HKDC1 inh
17	Cc1nonc1OC(C)CNc1ccc([N+](=O)[O-])cc1 (stereo not drawn)	46*	2	-2	1	11	10	-2	4	-1
18	CN(CCCN1CCCCC1)C(=O)CCc1nnc(C2CCCCC2)o1	1	1	6	-1	10	-5	0	-3	-10
19	O=C(NCc1ccncc1)Nc1ccccc1F	23	0	-7	-8	6	-3	1	5	7
20	Cc1cc(C)n(Cc2ccc(C(=O)NCc3ccco3)o2)n1	18	6	6	3	0	-20	-2	6	-14
21	O=C(NCCOc1ccccc1)C(c1ccccc1)c1ccccc1	23	4	4	17	1	-3	6	-1	1
22	CCN(C(=O)COC(=O)C12CC3CC(CC(NC(C)=O)(C3)C1)C2)C1CCCCC1	-2	-2	-16	8	0	-8	2	-4	3
23	O=C(Nc1ccccc1N1CCOCC1)c1ccc(N2CCCC2=O)cc1	5	6	-1	-1	19	16	-1	-11	-3
24	Cc1cccc(C(=O)NC(=S)N2CCN(C)CC2)c1	2	2	2	-19	3	1	2	3	-3

Next part:
item	SMILES	SENP8 block-1	SENP7 inh	SENP6 block	Apaf-1 inh	NALP3 yeast inh	PfG6PD inh	SENP1 inh	SENP8 block-2	HKDC1 inh
25	COc1ccc(NC(C)C(=O)N/N=C/c2ccccc2OCc2cccc(Br)c2)cc1 (stereo not drawn)	20	93*	5	12	20	39	1	2	3
26	Cc1ccc(C(C(=O)NC(C)(C)C)N(Cc2cccnc2)C(=O)C(=O)NC2CCCCC2)o1 (stereo not drawn)	18	2	-10	-2	4	-12	4	5	-6
27	Cc1ccc(S(=O)(=O)C(C#N)c2nc3ccccc3nc2N2CCCC2)cc1 (stereo not drawn)	i	42	73*	77*	22	32	-18	77*	13
28	COc1ccc(Cl)cc1NC(=O)CN(C)C(=O)c1cc(-c2cccs2)nn1-c1ccccc1	8	-3	-8	16	20	12	-2	4	-3
29	COc1ccccc1N1CCN(C(=O)C(=O)c2cn(CC(=O)N3CCOCC3)c3ccccc23)CC1	6	-5	11	-4	2	-12	-1	-10	-4
30	COc1cc2c(cc1OC)CN(CC(=O)Nc1ccc(S(=O)(=O)N(C)C)cc1)CC2	-94	5	22	1	-7	1	-25	-4	-1
31	CC(=O)CSc1cc(C)nc2c(-c3ccccc3)c(C)nn12	-12	5	-7	0	6	1	-1	-3	-3
32	O=C(CSc1nc2c(c(=O)[nH]1)CCC2)Nc1ccccc1Cl	4	-7	12	-4	14	-2	2	2	0

Quoted from above, compounds 28–32
item	SMILES	SENP8 block-1	SENP7 inh	SENP6 block	Apaf-1 inh	NALP3 yeast inh	PfG6PD inh	SENP1 inh	SENP8 block-2	HKDC1 inh
28	COc1ccc(Cl)cc1NC(=O)CN(C)C(=O)c1cc(-c2cccs2)nn1-c1ccccc1	8	-3	-8	16	20	12	-2	4	-3
29	COc1ccccc1N1CCN(C(=O)C(=O)c2cn(CC(=O)N3CCOCC3)c3ccccc23)CC1	6	-5	11	-4	2	-12	-1	-10	-4
30	COc1cc2c(cc1OC)CN(CC(=O)Nc1ccc(S(=O)(=O)N(C)C)cc1)CC2	-94	5	22	1	-7	1	-25	-4	-1
31	CC(=O)CSc1cc(C)nc2c(-c3ccccc3)c(C)nn12	-12	5	-7	0	6	1	-1	-3	-3
32	O=C(CSc1nc2c(c(=O)[nH]1)CCC2)Nc1ccccc1Cl	4	-7	12	-4	14	-2	2	2	0

(cont.)
item	SMILES	SENP8 block-1	SENP7 inh	SENP6 block	Apaf-1 inh	NALP3 yeast inh	PfG6PD inh	SENP1 inh	SENP8 block-2	HKDC1 inh
33	NC1=NC(=O)/C(=C/c2cc(Br)c(O)c(Br)c2)S1	-6	7	7	7	25	12	-20	-3	16
34	CCn1c(-c2csc3c2CCCC3)n[nH]c1=S	7	6	-1	-7	29	32	-1	2	-12
35	Nc1[nH][nH]c(=O)c1N=Nc1ccc2c(c1)OCO2	18	37	51*	4	18	20	-5	22	-9
36	O=C(CSc1n[nH]c(-c2ccccc2)n1)c1ccc(O)c(O)c1	15	-4	-15	-22	26	30	2	4	1
37	COc1ccc(S(=O)(=O)N(C)C[C@H]2Oc3ccc(NC(=O)Nc4ccc5c(c4)OCO5)cc3CC(=O)N([C@@H](C)CO)C[C@@H]2C)cc1	6	5	-15	17	15	8	2	-5	1
38	CCN(CC(=O)NCc1ccc(F)cc1)CC(=O)Nc1ccc(S(=O)(=O)N2CCCC2)cc1	14	-3	-16	5	-9	0	0	1	-4
39	Cc1ccc(-n2c(Cc3cccn3C)nnc2SCC(=O)Nc2ccc3c(c2)OCO3)cc1	14	0	-4	5	-1	9	0	-4	-8
40	CC(=O)NS(=O)(=O)c1ccc(N)cc1	10&6	4&1	15&-8	-11&-11	22&25	2&-15	2&10	-1&1	-3&2

Following part.
item	SMILES	SENP8 block-1	SENP7 inh	SENP6 block	Apaf-1 inh	NALP3 yeast inh	PfG6PD inh	SENP1 inh	SENP8 block-2	HKDC1 inh
41	O=C(Nc1ccc(S(=O)(=O)Nc2nccs2)cc1)C1=NN(c2ccccc2)C(=O)CC1	-11	-2	-12	-8	-9	4	-1	-4	3
42	COc1ccc(S(=O)(=O)CCC(=O)NCCc2cccc(C)c2)cc1	19	12	-13	-6	12	-5	-1	-1	7
43	CCOCCn1c(CCCO)nc2ccccc21	3	5	6	-4	10	-6	0	0	3
44	COc1nc(OC)nc(N2CCC(C(=O)NC3CC3)CC2)n1	10	7	-13	-3	19	-11	1	-1	0
45	Cc1cccc(NC(=O)Cn2nc([N+](=O)[O-])c(Br)c2C)n1	11	-7	-2	-3	19	2	1	1	-4
46	O=C(COC(=O)C1CC(=O)N(Cc2ccccc2)C1)Nc1ccccc1F (stereo not drawn)	13	1	-33	-6	7	10	-1	-6	-10
47	CCCCn1c(N)c(Sc2ccccc2[N+](=O)[O-])c(=O)[nH]c1=O	15	9	6	4	13	2	2	6	2
48	CN1CCN(C(=O)N2CCNC2=O)CC1	19	-7	-19	0	-6	0	-1	-8	-4

(continued)
item	SMILES	SENP8 block-1	SENP7 inh	SENP6 block	Apaf-1 inh	NALP3 yeast inh	PfG6PD inh	SENP1 inh	SENP8 block-2	HKDC1 inh
49	CCN(CC)S(=O)(=O)c1cccc(-c2cn3cc(C)ccc3n2)c1	-462	10	4	2	-11	40	-1	5	-1
50	O=C(CSC1=NS(=O)(=O)c2ccccc2N1)Nc1ccc(F)cc1	1	1	4	2	2	-34	1	8	-2
51	CC(C)=C1SC(N2CCN(c3ccc(C)c(Cl)c3)CC2)=NC1=O	20	4	0	4	12	-4	1	5	-1
52	Cc1ccc(/C=C2\SC(=S)N(CCCC(=O)N3CCOCC3)C2=O)cc1	11	84*	84*	8	14	8	1	84*	4
53	C=CCOc1ccc2c3c(c(=O)oc2c1)CCCC3	-458	nt	nt	nt	nt	15	0	nt	5
54	CC(C)(C)OC(=O)Nc1ccc([C@@H](NC(=O)OC(C)(C)C)C(=O)OC(C)(C)C)cc1	0	9	10	6	13	14	2	3	8
55	COc1ccccc1NC(=S)NC(C)=O	13	4	-7	-7	18	-5	0	-8	17
56	COC(=O)c1cc(S(=O)(=O)NCCc2ccc(SC)cc2)c[nH]1	10	-3	7	3	11	10	0	9	-2
57	NC(=O)c1nc[nH]c1C(=O)Nc1cccc(NC(=O)c2cccc(C(F)(F)F)c2)c1	2	-1	2	-1	16	9	0	3	-2
58	O=C(NCCNC1CCN(Cc2ccccc2)CC1)c1cccs1	nt	0	3	-1	5	nt	nt	1	nt
59	COC(=O)C1=C(C)N(CCCC(=O)O)C(=O)NC1c1ccccc1Cl (stereo not drawn)	14	-6	5	-3	3	-14	3	6	1

High-throughput results as filed in PubChem BioAssay.
